K1F lysis inhibition: protection from phage-mediated lysis, alamar blue read-out – E. coli UTI89, K1F phage, bacterial capsule biogenesis inhibitors (AID 488966) | E. coli UTI89 K1F phage lysis, alamar blue, 2 h; higher % means a stronger effect | one-dose inhibition, % at 100 µM; IC50 in µM for titrated hits | 0.02% of 340,000 active;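 active means phage lysis inhibition, versus mean bacterial control, above a set limit; inconclusive means no clear call, values can overlap the other calls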;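 further: capsule biogenesis inhibitors block K1F phage lysis so surviving cells raise fluorescence; higher fluorescence means more inhibition of phage lysis; actives were called in the ten point dose series up to 300 µM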
WT yeast gro inh: growth inhibition of WT yeast, mitochondrial fusion screen | inhibition, % at 10 µM | 2.1% of 190,000 active | mitochondrial fusion phenotypic screen, WT strain; in the data active means inhibition above about 58%; tested in S. cerevisiae
LYP phosphatase: PTPN22 lymphoid phosphatase activity blockers – biochemical, fluorescence intensity, uHTS (AID 1779); recombinant LYP phosphatase, fluorescence intensity; higher % means a stronger effect; one-dose inhibition, % at 11.5 µM; IC50 in µM for titrated hits; 0.054% of 290,000 active; in the data active means inhibition above about 50%;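 further: plate controls were vehicle with enzyme for no effect and no enzyme for full effect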
NS5 inhibitors: flavivirus cap methylation enzyme inhibition – biochemical, confirmation dose response, primary screen (AID 588689); Dengue-2 NS5 methyltransferase capping enzyme assay, biochemical; higher % means a stronger effect; 0.3% of 340,000 active; one-dose inhibition, % at 25 µM; IC50 in µM for titrated hits; in the data active means a potency from the dose series; inconclusive means inhibition above about 29% without an active follow-up result
AID2073: inhibitors of Mint1-CaV2.2 protein interaction, biochemical, HTRF (AID 2073); HTRF protein-protein interaction, Mint1-CaV2.2; higher % means a stronger effect; inhibition, % at 20 µM; hits with a dose series show IC50 in µM; 0.19% of 290,000 active; in the data active means inhibition mostly above about 51%, no sharp cut-off; inconclusive means no clear call, values can overlap the other calls; inactive means mostly below about 53%; further: some results filed as inactive read as strong as hits
GPR35 arrestin U2OS: inhibition of zaprinast-stimulated GPR35 beta-arrestin translocation – imaging, U2OS, beta-arrestin-GFP, zaprinast agonist, primary screen (AID 2058). inhibition, % at 10 µM, or IC50 in µM where a hit was titrated. 0.052% of 290,000 active. U2OS GPR35 beta-arrestin-GFP translocation imaging, zaprinast antagonism; higher % means a stronger effect;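 active means inhibition of at least 50% with at least 30 cells and total cytoplasm GFP at most 10,000,000; inconclusive means under 30 cells or total GFP of 10,000,000 plus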
NTR1 ag: NTR1-driven beta-arrestin-GFP spot formation – imaging, U2OS cells, high content, primary screen (AID 493036). P30989. agonist mode. activation, % at 20 µM. 0.17% of 330,000 active;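 active means activation at or above 40% of the spot to cytoplasm intensity ratio, with at least 20 cells analyzed; inconclusive means wells under 20 cells, flagged as cytotoxic or low count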;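 further: 0% = DMSO without peptide and 100% = 100 nM NTR1 peptide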
Target sequence (P30989 whole entry, looked up): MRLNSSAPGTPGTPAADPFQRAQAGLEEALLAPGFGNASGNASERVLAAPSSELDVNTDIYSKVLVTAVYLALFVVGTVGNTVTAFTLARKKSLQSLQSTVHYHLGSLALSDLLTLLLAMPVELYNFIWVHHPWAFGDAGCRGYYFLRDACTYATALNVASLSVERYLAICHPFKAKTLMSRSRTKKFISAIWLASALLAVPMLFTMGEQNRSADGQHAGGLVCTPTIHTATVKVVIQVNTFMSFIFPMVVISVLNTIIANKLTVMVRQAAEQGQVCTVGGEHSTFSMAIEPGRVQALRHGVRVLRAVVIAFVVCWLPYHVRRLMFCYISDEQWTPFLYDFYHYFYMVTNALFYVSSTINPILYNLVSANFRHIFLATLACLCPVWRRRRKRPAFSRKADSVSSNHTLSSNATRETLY
RSV antiviral HEp-2: inhibition of RSV-induced cytopathic effect – HEp-2 cells, primary 10 µM value included (AID 2391). HEp-2 cells, RSV-induced CPE inhibition; higher % means a stronger effect. CPE inhibition, % at 10 µM, or IC50 in µM where a hit was titrated. 0.13% of 310,000 active; in the data active means a potency from the dose series; inconclusive means CPE inhibition mostly from about 23% at the one dose, without a potency; inactive means the rest, 99 in 100 with CPE inhibition below about 21%; further: strong numbers were not always called active
Autophagy mod: alters autophagy in cells; MEF GFP-LC3 puncta imaging; test concentration mostly 10 µM; calls only at 10 µM (by protocol); 0.98% of 190,000 active; AID 463193;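 active means percentage of spot-positive cells more than 3 SD above its plate mean, without a fluorescence outlier flag or 80% toxicity; inconclusive means no clear call, values can overlap the other calls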;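 further: spot-positive cell cutoff set from DMSO-treated cells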
WT yeast gro inh mutant strain: recorded beside WT yeast gro inh, whose call it bears; inhibition, %; mitochondrial fusion phenotypic screen, mutant strain inhibition
Autophagy mod cell loss 18 h: recorded beside Autophagy mod, whose call it bears; toxicity, %; measured here: cell loss, nuclei count;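 cell loss after 18 h compound exposure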
NTR1 ag cell count 20 µM: recorded beside NTR1 ag, whose call it bears; cell count; measured here: cell count, cytotoxicity flag
* = called active by the depositor; i = inactive; ? = inconclusive; . = not tested or not shown; + = active, no number; [ ] = remark or other dose.

SMILES	K1F lysis inhibition	WT yeast gro inh	WT yeast gro inh mutant strain	LYP phosphatase	NS5 inhibitors	AID2073	GPR35 arrestin U2OS	NTR1 ag	NTR1 ag cell count 20 µM	RSV antiviral HEp-2	Autophagy mod	Autophagy mod cell loss 18 h
COCCC(=O)N1CCCC(CNS(=O)(=O)c2ccc(OC)cc2)C1 (stereo not given)	0.1%	-16.0	-3.7	-5.3%	4.6%	-1.9%	20.6%	-0.5	50	3.5%	i	-6.4
COc1ccc(C(=O)CSc2nnc(CNc3nc(-c4ccccc4)cs3)n2C)cc1	-0.4%	3.1	-1.2	-4.4%	-2.0%	-3.0%	4.2%	1.1	61	15.7%	i	-9.5
COc1ccc(C)cc1N(C(=O)COc1ccccc1)c1nc2ccccc2s1	0.4%	4.7	5.2	4.7%	-3.9%	-1.0%	-3.4%	0.1	41	5.7%	i	-4.3
S=C(NCc1ccc2[nH]c3c(c2c1)CCCC3)Nc1ccccc1	2.4%	75.6*	47.0*	0.1%	0.7%	-4.4%	-6.7%	2.3	75	20.1%	i	3.6
O=C(Cc1ccc(S(=O)(=O)N2CCCC2)s1)N1CCN(c2ccc(F)cc2)CC1	2.3%	3.5	2.5	-6.0%	-4.5%	11.2%	-11.9%	1.4	67	4.3%	i	9.9
CCCCc1nnc(NC(=O)C(C)Sc2nc(C)cc(=O)[nH]2)s1 (stereo not given)	-0.7%	-11.2	8.8	-13.8%	-3.2%	-5.3%	7.7%	1.1	73	0.9%	i	-3.3
CCC1(C)Cc2c(C#N)c(N)n(-c3ccccc3)c(=O)c2CO1 (stereo not given)	0.7%	12.1	-4.7	-3.4%	-0.7%	1.3%	0.8%	0.4	78	0.2%	i	-6.1
O=C(O)CC(c1ccccc1)n1cnnn1 (stereo not given)	4.0%	-10.4	0.9	-1.4%	0.8%	27.2%	1.6%	-2.0	57	1.0%	i	24.2
Cc1cc(C)nc(/N=C(\N)Nc2ccc(S(=O)(=O)Nc3nccc(C)n3)cc2)n1	0.3%	-0.5	1.6	-3.9%	-0.7%	15.1%	12.1%	1.3	68	-0.3%	i	25.9
O=C(Nc1ccc(Br)cc1)c1ccc(N2C(=O)C3CC=CCC3C2=O)cc1 (stereo not given)	0.8%	4.8	3.9	0.1%	-6.5%	12.7%	-0.9%	0.4	60	8.1%	i	-4.1
Cc1nnsc1C(=O)NNc1ccc(Cl)cc1	-0.1%	.	.	-6.7%	-2.4%	2.0%	-2.3%	0.2	46	-1.1%	.	.
CN(C)/C=N/S(=O)(=O)c1ccc(Cl)cc1	0.3%	-0.4	14.8	-3.0%	-11.6%	-9.1%	4.0%	0.6	53	0.9%	i	2.9
O=C(NCCc1c[nH]c2ccccc12)c1cc(S(=O)(=O)N2CCCCC2)ccc1N1CCOCC1	0.3%	-14.4	3.9	-10.8%	-4.7%	4.3%	-4.4%	0.3	62	2.5%	i	14.8
CCOC(=O)C1=C(C)NC(C)=C(C(=O)OCC)C1c1ccc(C)o1	1.0%	.	.	-0.3%	3.1%	-3.6%	-4.9%	-0.1	44	1.9%	.	.
COc1ccc(N2CCN(C3CCCN(S(=O)(=O)c4ccccc4)C3)CC2)cc1 (stereo not given)	0.0%	.	.	-8.0%	0.6%	-3.0%	5.6%	1.0	38	-0.5%	.	.
Cc1ccc(-c2ccc(/C=N/N3C(=O)C4C5C=CC(CC5)C4C3=O)o2)c([N+](=O)[O-])c1 (stereo not given)	1.2%	5.0	16.0	5.4%	4.8%	2.7%	4.0%	2.8	46	?	i	-3.9
CCOC(=O)c1c(C)[nH]c(C(=O)COC(=O)C2CC(=O)N(Cc3ccccc3)C2)c1C (stereo not given)	-0.1%	-3.3	1.5	-6.0%	-1.6%	9.6%	-2.7%	0.4	86	1.2%	i	-0.5
COc1ccccc1C(=O)Nc1nnc(S(=O)(=O)N2CCN(c3ccc(F)cc3)CC2)s1	0.4%	.	.	-4.7%	-12.9%	23.7%	-3.2%	2.4	76	6.4%	.	.
CC(C)(C)c1ccc(S(=O)(=O)N2CCN(Cc3cc4c(cc3O)OCO4)CC2)cc1	0.5%[50 µM]	.	.	.	-4.4%	.	.	-1.9	62	-0.6%	.	.
Cc1ccc(CC2C(=O)N(c3nc(C)cc(C)n3)C(=O)C2C)cc1 (stereo not given)	-1.0%	-3.9	3.7	-9.7%	-9.3%	5.5%	-14.5%	0.6	35	-0.1%	i	16.7
O=C(NCc1ccc(F)cc1)c1ccc(N2CCOCC2)c([N+](=O)[O-])c1	0.2%	.	.	-5.8%	2.0%	-0.8%	0.1%	-0.1	72	0.7%	.	.
CC1(C)CC(=O)c2c(nc3ccccc3c2N)C1	-1.3%	-3.3	-5.3	-5.9%	-3.9%	20.0%	-8.9%	2.2	49	-1.4%	i	3.1
COc1ccccc1CNC(=O)CN1C(=O)c2ccccc2S1(=O)=O	0.3%	.	.	-6.8%	-1.6%	-8.8%	-0.5%	1.3	50	0.2%	.	.
O=C1CCN(C(=S)NCCc2ccccc2)CC1	0.4%	-14.3	14.4	0.9%	4.5%	-13.4%	-2.6%	3.0	59	0.7%	i	2.6
COc1ccc(OCCCC(=O)ON=C(N)c2ccccc2Cl)cc1	-0.1%[50 µM]	.	.	.	1.1%	.	.	-3.9	55	1.2%	.	.
O=C(/C=C/c1ccccc1)Nc1scc(-c2ccccc2)c1C(=O)O	-0.1%	-23.1	-16.7	12.5%	2.3%	9.1%	4.0%	.	.	.	+	-19.3*
CCc1ccc(NC(=O)Cn2cc([N+](=O)[O-])nc2C)cc1	-1.2%	.	.	-6.6%	-12.0%	2.7%	13.0%	0.2	48	0.5%	.	.
CCN=C1S/C(=C\c2cc(Br)ccc2OCC(=O)OCC)C(=O)N1CC	-5.0%	-17.9	-15.2	2.7%	-5.8%	-3.8%	-1.5%	8.2	61	0.1%	i	1.9
C/C(CC(=O)Nc1ccc(N(C)C)cc1)=N\NC(=O)c1ccccc1F	-0.2%	.	.	-10.6%	-6.6%	-1.0%	-4.2%	1.3	66	1.0%	.	.
Cc1cc(C)cc(N=Cc2ccc([N+](=O)[O-])s2)c1	-11.7%	41.4	5.2	-4.4%	4.4%	-17.4%	2.1%	2.0	54	15.2%	i	3.9

Two compounds picked at random from the list so far:
SMILES	K1F lysis inhibition	WT yeast gro inh	WT yeast gro inh mutant strain	LYP phosphatase	NS5 inhibitors	AID2073	GPR35 arrestin U2OS	NTR1 ag	NTR1 ag cell count 20 µM	RSV antiviral HEp-2	Autophagy mod	Autophagy mod cell loss 18 h
CCN=C1S/C(=C\c2cc(Br)ccc2OCC(=O)OCC)C(=O)N1CC	-5.0%	-17.9	-15.2	2.7%	-5.8%	-3.8%	-1.5%	8.2	61	0.1%	i	1.9
O=C(/C=C/c1ccccc1)Nc1scc(-c2ccccc2)c1C(=O)O	-0.1%	-23.1	-16.7	12.5%	2.3%	9.1%	4.0%	.	.	.	+	-19.3*

More compounds
SMILES	K1F lysis inhibition	WT yeast gro inh	WT yeast gro inh mutant strain	LYP phosphatase	NS5 inhibitors	AID2073	GPR35 arrestin U2OS	NTR1 ag	NTR1 ag cell count 20 µM	RSV antiviral HEp-2	Autophagy mod	Autophagy mod cell loss 18 h
O=C1NC(c2ccccc2)=NC1(NS(=O)(=O)c1ccccc1)C(F)(F)F (stereo not given)	-0.1%	11.6	-17.2	0.2%	2.4%	-13.9%	-6.4%	2.1	62	1.7%	i	-0.2
CCOC(=O)C1=C(CSc2nc(C)ccc2C#N)OC(N)=C(C#N)C1c1cccc(OC)c1OC (stereo not given)	0.1%	2.8	11.4	-2.4%	-19.2%	27.2%	-1.0%	0.2	51	-1.2%	i	-0.5
COc1ccc(CCNC(=O)CCCn2ncn3c(cc4occc43)c2=O)c(OC)c1	0.5%	.	.	-11.4%	-4.4%	-2.8%	-19.0%	-1.1	66	0.1%	.	.
Cc1ccc(C(=O)C(C)OC(=O)C2CC(=O)N(C3CCCCC3)C2)cc1 (stereo not given)	0.1%	10.4	11.7	-3.4%	-3.9%	-9.2%	0.1%	3.2	87	2.4%	i	6.8
O=C(COC(=O)Cc1ccc(Cl)cc1Cl)Nc1ccccc1OC(F)F	0.2%	24.9	10.9	-3.2%	-1.3%	7.8%	1.1%	4.1	55	-0.4%	i	13.0
COc1ccc(CCC(=O)NC2CCC(C)CC2)cc1 (stereo not given)	0.2%	.	.	-9.6%	7.3%	-6.4%	-0.6%	-0.5	50	0.8%	.	.
CCOc1ccccc1NC(=O)NC1CCN(CC(=O)Nc2ccc3c(c2)OCCO3)CC1	0.3%	5.5	4.0	0.7%	-1.3%	12.2%	4.3%	-1.2	61	1.3%	i	1.9
O=C(Nc1sc2c(c1C(=O)NCc1cccnc1)CCCC2)c1ccco1	6.5%	11.1	4.8	-4.9%	-1.1%	11.1%	20.6%	0.6	93	1.3%	i	-8.9
O=C1CCN(c2ccc([N+](=O)[O-])cc2F)CC1	0.5%	0.2	10.4	-3.8%	0.0%	-1.5%	13.7%	2.1	61	3.9%	i	17.4
COCCNc1nnc(Cc2ccc(Cl)cc2)c(=O)[nH]1	0.4%	.	.	-9.6%	-4.6%	8.6%	2.0%	-0.8	75	1.3%	.	.
O=C(CN(Cc1ccc(Cl)cc1)C(=O)CN1C(=O)COc2ccccc21)NC1CCCC1	0.2%	.	.	-6.1%	-3.6%	-2.4%	1.6%	12.0	46	0.2%	.	.
COc1ccc(N2CCN(C(=O)c3c(-c4c(F)cccc4Cl)noc3C)CC2)cc1	-0.1%	.	.	-5.2%	-2.6%	2.3%	-2.2%	-0.3	63	2.0%	.	.
O=C(NCc1ccco1)c1cc([N+](=O)[O-])ccc1N1CCCCC1	0.1%	0.9	-16.9	-6.6%	-5.5%	4.8%	-2.1%	-0.9	90	1.6%	i	3.3

A portion from further up, for reference:
SMILES	K1F lysis inhibition	WT yeast gro inh	WT yeast gro inh mutant strain	LYP phosphatase	NS5 inhibitors	AID2073	GPR35 arrestin U2OS	NTR1 ag	NTR1 ag cell count 20 µM	RSV antiviral HEp-2	Autophagy mod	Autophagy mod cell loss 18 h
O=C1NC(c2ccccc2)=NC1(NS(=O)(=O)c1ccccc1)C(F)(F)F (stereo not given)	-0.1%	11.6	-17.2	0.2%	2.4%	-13.9%	-6.4%	2.1	62	1.7%	i	-0.2
CCOC(=O)C1=C(CSc2nc(C)ccc2C#N)OC(N)=C(C#N)C1c1cccc(OC)c1OC (stereo not given)	0.1%	2.8	11.4	-2.4%	-19.2%	27.2%	-1.0%	0.2	51	-1.2%	i	-0.5
COc1ccc(CCNC(=O)CCCn2ncn3c(cc4occc43)c2=O)c(OC)c1	0.5%	.	.	-11.4%	-4.4%	-2.8%	-19.0%	-1.1	66	0.1%	.	.
Cc1ccc(C(=O)C(C)OC(=O)C2CC(=O)N(C3CCCCC3)C2)cc1 (stereo not given)	0.1%	10.4	11.7	-3.4%	-3.9%	-9.2%	0.1%	3.2	87	2.4%	i	6.8

From PubChem
